GalR3 antag: antagonists of human GalR3; 0.44% of 360,000 active; O60755; AID 651719; inhibition, % at 3 µM; HEK293 GalR3-CNG cAMP membrane potential fluorescence; galR3 body fused to GalR1 C-terminus;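 active = inhibition above the screen-wide average plus 3 SD, cut at about 13% in these data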;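 note: forskolin and galanin both at EC90 stimulate the cells; cAMP rise reported by CNG channel membrane potential dye signal; 0% = forskolin plus galanin with DMSO and 100% = forskolin alone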
UBC9 SUMO inh: inhibitors of human SUMOylation (UBC9); 0.36% of 290,000 active; inhibition, % at 35 µM; HTRF SUMOylation assay, SAE1/SAE2 + UBC9, in vitro; P63279; in the data active = inhibition above about 50%, passing the limit was not always enough; note: strong numbers were not always called active
pCIP destab: lowers stability of the mouse p/CIP coactivator protein; F442A p/CIP-EGFP cells, EGFP fluorescence, 16 h; AID 1984; decrease of EGFP signal, % at 10 µM; 0.01% of 290,000 active; Q05BA5;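 active = EGFP signal decrease of at least 30% at 10 µM or well 3 SD below plate mean, unless failing retest; inactive = the rest, including hits failing retest or dose response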; note: some compounds called inactive have numbers as strong as hits; many of its hits are not listed in these tables
IDE inh: inhibits human insulin-degrading enzyme in HEK cells. inhibition, % at 5.59 µM. FAbetaB cleavage, fluorescence polarization. 0.41% of 320,000 active. P14735;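 active = percent inhibition above the average of all tested compounds plus 3 SD, set per screening campaign, cut at about 16% in these data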;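 note: IDE supplied by intact live HEK cells; FP after avidin binding of uncleaved biotin substrate so inhibition keeps polarization high; 0% = DMSO wells and 100% = 60 µM reference IDE inhibitor Ii1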
Target sequence (P14735 whole entry, looked up): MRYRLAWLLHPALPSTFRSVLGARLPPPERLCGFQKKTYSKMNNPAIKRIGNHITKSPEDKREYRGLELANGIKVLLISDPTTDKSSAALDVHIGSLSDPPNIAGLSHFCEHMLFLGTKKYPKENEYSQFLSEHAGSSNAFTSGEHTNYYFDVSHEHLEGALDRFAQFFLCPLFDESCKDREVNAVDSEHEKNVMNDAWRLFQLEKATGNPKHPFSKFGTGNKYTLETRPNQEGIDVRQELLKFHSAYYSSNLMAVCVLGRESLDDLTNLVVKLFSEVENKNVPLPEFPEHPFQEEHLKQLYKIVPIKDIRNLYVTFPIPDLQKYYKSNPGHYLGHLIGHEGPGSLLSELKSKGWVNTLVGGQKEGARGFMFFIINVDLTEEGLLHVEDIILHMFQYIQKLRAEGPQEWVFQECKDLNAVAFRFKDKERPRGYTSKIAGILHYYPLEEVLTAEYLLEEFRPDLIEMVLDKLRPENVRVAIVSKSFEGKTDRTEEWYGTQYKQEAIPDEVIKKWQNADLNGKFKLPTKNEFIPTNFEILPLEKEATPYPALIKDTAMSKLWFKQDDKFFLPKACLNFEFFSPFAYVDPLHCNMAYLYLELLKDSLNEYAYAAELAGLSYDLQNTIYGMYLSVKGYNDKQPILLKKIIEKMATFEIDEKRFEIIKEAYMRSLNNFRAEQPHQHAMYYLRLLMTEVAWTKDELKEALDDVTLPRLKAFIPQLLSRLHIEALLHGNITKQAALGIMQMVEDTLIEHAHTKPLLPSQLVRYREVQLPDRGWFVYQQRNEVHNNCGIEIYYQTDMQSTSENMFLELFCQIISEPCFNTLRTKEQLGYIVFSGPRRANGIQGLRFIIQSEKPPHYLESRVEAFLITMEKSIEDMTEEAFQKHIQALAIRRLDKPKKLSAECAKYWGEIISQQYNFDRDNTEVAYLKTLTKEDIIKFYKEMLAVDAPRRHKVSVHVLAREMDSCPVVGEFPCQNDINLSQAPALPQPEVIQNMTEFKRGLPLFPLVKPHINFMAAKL
NS3 helicase inh: HCV NS3 helicase inhibition; NS3 helicase DNA unwinding, Cy5 molecular beacon fluorescence; inhibition, % at 10.9 µM; 0.56% of 290,000 active; AID 1800;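 active = inhibition above the mean of all tested compounds plus 3 SD, set per campaign, cut at about 35% in these data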;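 note: 0% = DMSO wells and 100% = thioflavine S control wells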
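System: Hepatitis C virus NS3 helicase domain fragment enzyme | Reagent: Annealed dual-labelled DNA beacon duplex, ATP-started | Compound dosing: 10.9 µM single point, 0.8% DMSO | Incubation: 1 h reaction at 25 °C, ATP-initiated | Technique: Cy5 fluorescence | Evaluation: Percent inhibition from t60/t0 fluorescence ratio | Benchmarks: Low DMSO, high thioflavine S at 110 µM | Replication: Singlicate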
IDE cell activ: boosts human insulin-degrading enzyme activity in HEK cells; P14735; FAbeta-B cleavage, fluorescence polarization; 0% vehicle, 100% cell-free pure enzyme wells; activation, % at 5.96 µM; 0.073% of 340,000 active;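 active = activation above the mean of all tested compounds plus 3 SD, set per screening campaign, cut at about 17% in these data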
IMP-1 inhibitor: blocks Pseudomonas aeruginosa IMP-1 metallo-beta-lactamase. 0.45% of 290,000 active. purified IMP-1, nitrocefin hydrolysis, epi-absorbance fluorescence. AID 1556. inhibition, % at 5.6 µM;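 active = inhibition above the mean plus 3 SD of all compounds in the same screening run, cut at about 4.5% in these data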;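 note: 0% = IMP-1 with DMSO and 100% = DMSO wells lacking enzyme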
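Material – recombinant IMP-1 enzyme, purified · Amount – IMP-1 0.2 nM before substrate addition · Medium – HEPES buffer pH 7.1 with ZnSO4 and Brij 35 · Timing – 25 °C, 15 min preincubation, 25 min reaction · Measured by – plate fluorescence quenching by hydrolysis product, ex 480/em 530 nm · Read-out – percent enzyme inhibition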
VIM-2 inhibitor: inhibitors of Pseudomonas aeruginosa VIM-2 metallo-beta-lactamase; purified VIM-2, nitrocefin hydrolysis, epi-absorbance fluorescence; inhibition, % at 5.6 µM; 0.89% of 290,000 active; AID 1527;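 active = inhibition above the mean of all tested compounds plus 3 SD, cutoff set per screening run, cut at about 7.5% in these data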;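 note: red hydrolysis product quenches plate fluorescence so inhibitors raise well fluorescence; 0% = enzyme with DMSO and 100% = DMSO without enzyme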
CRFBP-R2 block: blocks CRF-induced signaling of the CRF-BP/CRF-R2 complex; 0.59% of 350,000 active; HEK293 CRF-R2/CRF-BP, CRF-induced calcium fluorescence; inhibition, % at 11.8 µM;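 active = inhibition of the ligand-induced calcium signal above about 50% at the single tested concentration, limit read from the data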
An asterisk follows results filed as active; x = not tested or not shown.

SMILES	GalR3 antag	UBC9 SUMO inh	pCIP destab	IDE inh	NS3 helicase inh	IDE cell activ	IMP-1 inhibitor	VIM-2 inhibitor	CRFBP-R2 block
CCN(Cc1ccncc1)C(=O)c1ccc(C)c(S(=O)(=O)N2CCCCC2)c1	-5	x	x	-4	x	-2	x	x	6
NC(=O)c1oc2ccccc2c1NC(=O)C1CCCCC1	-3	16	1	-4	5	6	-2.9	-0.3	15
N#Cc1ccc(-c2cccs2)nc1SCc1cccnc1	-5	23	-12	4	-7	x	-2.5	-2.7	2
O=C(CCn1c2c(c3ccccc31)CCCC2)NNC(=O)c1ccccc1[N+](=O)[O-]	-3	-14	3	3	0	1	-3.2	-3.4	-29
CC(C)(C)c1ccc(NC(=O)NC2CCCc3ccccc32)cc1 (stereo not given)	-4	0	10	4	-1	8	2.1	0.2	-3
CCc1cccc(CC)c1NC(=O)c1cccc(N)c1	1	26	-3	0	-6	7	-4.2	-1.5	-2
COc1cc(C(=O)O/N=C2\C=CC(=O)C=C2C)cc(OC)c1OC	-5	-33	-2	-6	-4	-1	1.2	1.9	-15
CC1SCC(=O)N(CC(=O)Nc2ccc3c(c2)OCCO3)C1=O (stereo not given)	-2	10	-8	-6	-6	6	-3.3	0.2	10
COCCCNc1nc(-c2ccncc2)nc2ccccc12	-1	19	-10	4	-3	1	-2.0	-0.6	15
CN(CCO)c1c2c(nc3cc(-c4cccc(F)c4)nn13)CCCC2	-4	13	-1	7	-2	-2	-2.8	-3.5	10
CCn1c(=O)c(C(=O)CN2CCN(Cc3ccc4c(c3)OCO4)CC2)c(N)n(Cc2ccccc2)c1=O	-1	2	-13	9	-43	-9	-0.1	0.8	-46
CCc1ccc(CN(C)CC(=O)Nc2ccc(S(=O)(=O)N3CCOCC3)cc2)cc1	-7	x	x	0	x	6	x	x	-7
CC1CCCN(c2ccc(C(=O)NCc3ccc4c(c3)OCO4)cc2[N+](=O)[O-])C1 (stereo not given)	0	-26	3	2	-17	3	-1.9	0.9	23
C/C(CC(=O)Nc1ccc(F)cc1F)=N\NC(=O)C(=O)N1CCCCC1	x	1	-20	4	7	x	-0.7	-5.3	x
O=C(CSc1ccc(-c2ccco2)nn1)N1CCCCC1	1	30	13	2	-3	2	-3.5	-2.7	2
COc1ccc2cc1Oc1ccc(cc1)C[C@H]1c3cc(c(OC)cc3CCN1C)Oc1c(OC)c(OC)cc3c1[C@H](C2)N(C)CC3	-4	7	1	-2	x	3	x	x	-14
OC1CN=C2C=CC=CN2C1 (stereo not given)	1	14	-20	6	3	0	-4.1	-4.3	13
CCOc1ccc(NC(=O)C2CCN(C(=O)NC3CCCCC3)CC2)cc1	-4	-6	-15	-1	3	-5	-3.3	-2.1	21
O=C(c1cccc(C(F)(F)F)c1)N1CCC2(CC1)NCCc1[nH]cnc12	-6	x	4	2	3	6	-1.5	-1.3	-6
CN(Cc1cn[nH]c1-c1ccc(-c2ccccc2)cc1)CC1CCOCC1	-4	8	-7	2	-7	7	-3.6	-2.1	-8
Fc1cccc(Cl)c1/C=N/Nc1c(Cl)cncc1Cl	-2	-4	5	2	-3	-1	-2.9	1.2	-4
CC1=C(C(=O)NC2CCCCC2C)C2(CCC(C)CC2)OC1=O (stereo not given)	x	-16	-9	-3	2	3	-3.4	0.1	-55
CCOc1ccc(S(=O)(=O)Nc2ccc3c(c2)n(C)c(=O)n3C)cc1	-10	0	-27	-1	-1	3	-1.7	0.2	0
O=C(CSc1nc2ccccc2s1)N/N=C/c1ccc(C(=O)O)cc1	-8	9	-9	6	13	5	-2.0	-3.1	1
CCOc1ccccc1CNCCOC	-3	8	-6	-2	4	3	-3.7	-3.1	-13
O=C(Nc1nnc(SCc2ccccc2)s1)c1cccc([N+](=O)[O-])c1	-4	1	-18	-7	7	4	-4.2	-2.9	2
Cc1ccc(S(=O)(=O)Cc2ccc(C(=O)N3CCC(C(N)=O)CC3)o2)cc1	0	-4	1	7	27	4	1.3	-2.2	-2
CCOC(=O)C(NC(=O)CC)(Nc1ccccc1)C(F)(F)F (stereo not given)	-3	6	-4	-1	-2	-2	-1.2	-1.2	23
CCOc1ccc(N(CC(=O)N2CCN(c3ccccc3OC)CC2)S(=O)(=O)c2ccc(F)cc2)cc1	2	-12	-12	x	-17	-3	-3.4	-3.0	-10
CCc1nnc(NC(=O)CSc2nnc(-c3ccc(S(=O)(=O)N(CC)CC)cc3)n2CC)s1	-1	7	5	-2	-1	3	0.3	-1.1	4
CC(C)OC(=O)Cn1cc(C#N)c2ccccc21	4	3	-3	2	10	2	-1.7	0.1	-18
CCCCOCCCNC(=O)CN1C(=O)c2ccccc2C1=O	3	13	-2	7	3	0	-3.6	-2.2	-1
Nc1ccn([C@@H]2O[C@H](CO)[C@@H](O)[C@@H]2O)c(=O)n1	-3	-11	-12	1	8	0	-4.1	-1.4	2
COCCCNC(=O)Cn1c(=O)n(CCCCCC(=O)NCc2ccc3c(c2)OCO3)c(=O)c2sccc21	-1	9	9	6	-9	0	-2.9	0.5	-4
O=C(NCc1ccccc1CN1CCCC1)c1cccc(N2CCCC2=O)c1	-5	x	x	6	x	2	x	x	14
COc1ccc(S(=O)(=O)N/N=C(/C)c2ccncc2)c(OC)c1	0	-4	-2	-2	9	4	-2.0	-3.7	4
CN(CC(=O)O)c1ccc(S(=O)(=O)N2CCOCC2)cc1[N+](=O)[O-]	-3	7	16	9	-1	4	-4.3	-1.3	-17
FC(F)(F)c1nc2ccccc2nc1N/N=C/c1c(Cl)cccc1Cl	0	-11	7	-5	5	0	-1.6	-1.6	1
O=c1cc(N2CCN(Cc3ccccc3)CC2)[nH]c(=O)n1Cc1ccc(F)cc1	1	-8	-5	-2	10	8	-8.4	-4.8	-15
O=C(CC(=O)N/N=C/c1ccc(O)cc1)N/N=C/c1ccc(O)cc1	0	0	17	-2	8	2	-5.2	-4.5	11
CN(C)C(/C=C/Nc1ccc(F)cc1)=C(C#N)C#N	-3	-8	-6	0	-1	4	-2.4	-1.9	-4
Cc1ccc(C(=O)Nc2nc(=O)n(C(=O)CC(C)C)s2)cc1	4	8	-3	-4	17	2	-2.2	-2.6	7
Clc1ccc(SCc2csc(N3CCOCC3)n2)cc1	-5	22	-8	2	1	-3	0.8	-0.2	-2
O=c1cc(O)c2ccccc2n1Cc1ccccc1Cl	-2	5	10	-5	-8	-1	-0.5	-1.5	0
CCCn1c(N)c(Sc2ccccc2)c(=O)n(CCC)c1=O	-6	-23	1	2	1	-3	-3.3	-3.6	-1
CC1(C)CC(NC(=O)Cc2ccccc2)CC(C)(C)N1	2	-2	5	-1	2	3	-0.4	0.5	6
CCCCCC(=O)N1CC2(C)CN(C(=O)CCCCC)CC(C)(C1)C2=O	2	5	0	-7	7	5	-2.6	-4.0	7
CN(c1ccccc1)S(=O)(=O)c1ccc(NC(=O)c2ccccc2)cc1	-4	12	-3	8	-6	0	-1.8	0.2	-16
COc1ccc(CCNC(=O)c2nc3ncccn3n2)cc1OC	1	10	4	2	13	-3	-4.3	-2.0	1
COc1ccc(CCNC(=O)c2ccc3c(c2)SC2=NS(=O)(=O)CCN23)cc1	-6	31	-6	-5	5	3	-2.2	-1.7	-13
CC(=O)Nc1ccc(NC(=O)C2CCCN(c3nnc(-n4cccc4)s3)C2)cc1 (stereo not given)	4	2	-6	10	4	-2	-2.5	-0.2	-4
CC1(C)CC2CC(C)(CN2S(=O)(=O)c2ccc(C(=O)Nc3ccc(Cl)c(S(=O)(=O)N4CCOCC4)c3)cc2)C1 (stereo not given)	-3	-12	-17	-2	2	1	-1.2	-2.9	-36
Cc1nn(-c2ccccc2)c(C)c1C(=O)N1CCN(S(=O)(=O)c2ccccc2)CC1	0	x	x	0	x	-4	x	x	-10
OC(CN1CCC(Cc2ccccc2)CC1)C(F)(F)F (stereo not given)	-10	-25	-1	-1	5	-1	1.6	1.4	8
Cc1ccc(N2C(=O)C3C4C=CC(CC4)C3C2=O)cc1Cl (stereo not given)	-10	19	-8	0	-6	0	-2.2	-2.5	10
COc1ccc(N2C(=O)CSC2c2ccncc2)cc1 (stereo not given)	0	-6	-8	0	-2	5	-3.3	-0.8	25
CCOC(=O)C1C(C(=O)NN)C1C(=O)Nc1ccccc1 (stereo not given)	-6	6	5	0	5	-4	-5.0	0.9	0
Cc1ccc(Nc2nc(-c3ccc(S(=O)(=O)N4CCOCC4)cc3)cs2)cc1	-2	x	x	-5	-7	-3	-2.2	-6.8	-17
O=C(NCCc1ccco1)C(=O)NCC1CCCN1S(=O)(=O)c1ccccc1 (stereo not given)	-3	x	x	2	x	-3	x	x	9
CC(C)[C@H](NC(=O)N1CCn2c1nc1ccccc12)C(=O)NCc1ccco1	1	0	-6	2	7	2	-3.5	-3.3	-5

Molecules listed so far that contain a CF3 group (4):
SMILES	GalR3 antag	UBC9 SUMO inh	pCIP destab	IDE inh	NS3 helicase inh	IDE cell activ	IMP-1 inhibitor	VIM-2 inhibitor	CRFBP-R2 block
O=C(c1cccc(C(F)(F)F)c1)N1CCC2(CC1)NCCc1[nH]cnc12	-6	x	4	2	3	6	-1.5	-1.3	-6
CCOC(=O)C(NC(=O)CC)(Nc1ccccc1)C(F)(F)F (stereo not given)	-3	6	-4	-1	-2	-2	-1.2	-1.2	23
FC(F)(F)c1nc2ccccc2nc1N/N=C/c1c(Cl)cccc1Cl	0	-11	7	-5	5	0	-1.6	-1.6	1
OC(CN1CCC(Cc2ccccc2)CC1)C(F)(F)F (stereo not given)	-10	-25	-1	-1	5	-1	1.6	1.4	8

Next entries.
SMILES	GalR3 antag	UBC9 SUMO inh	pCIP destab	IDE inh	NS3 helicase inh	IDE cell activ	IMP-1 inhibitor	VIM-2 inhibitor	CRFBP-R2 block
Cc1ccc(/C=C2\SC(=S)N(CCC(=O)Nc3ccc(O)cc3)C2=O)cc1	-9	12	-11	3	12	2	-1.9	-2.1	6
CC1CN(C(=O)C2CCCCC2)C(C)CN1C(=O)C1CCCCC1 (stereo not given)	-3	0	-8	2	3	-3	-2.8	1.1	-10
CSc1ncccc1C(=O)N(C)CC(=O)Nc1ccc(Cl)cc1	-8	18	-8	2	8	3	-3.0	-2.0	-2
CCN(CC(=O)Nc1ccc(NC(C)=O)cc1)C(=O)CN1C(=O)NC2(CCCC2)C1=O	-2	x	x	-6	x	1	x	x	13
CC(OC(=O)c1cc2ccccc2cc1O)C(=O)Nc1ccc(S(N)(=O)=O)cc1 (stereo not given)	-5	14	-1	1	8	6	-1.9	-1.7	-24
CCOC(=O)C1CCN(C(=O)COC(=O)/C=C/c2cccc(OC)c2OC)CC1	-7	x	x	0	x	5	x	x	-13
COc1ccc(/C=N/Nc2cc(C)nc(N)n2)cc1	-13	8	-13	-1	-9	-4	-2.4	-3.6	-5
CCOC(=O)CSc1nnc(-c2ccc(NS(=O)(=O)c3ccc(C)cc3)cc2)o1	-10	26	-9	0	-10	5	-1.9	-0.8	-3
COc1cccc(CN2CCN(S(=O)(=O)c3ccc(Br)cc3)CC2)c1	-4	5	-14	-1	2	-2	-2.3	1.4	19
